# ST2 IL33 inh: IL1RL1 inhibition; Q01638; AID 1259354; AlphaLISA ST2-Fc/biotin-IL-33 interaction, 1 h; hit rate 2.3% among 78,000; inhibition, % for hits at 17 µM; in the data active = inhibition above about 30%; inconclusive = mostly about 10% to 28%
# Target sequence (Q01638 whole entry, looked up): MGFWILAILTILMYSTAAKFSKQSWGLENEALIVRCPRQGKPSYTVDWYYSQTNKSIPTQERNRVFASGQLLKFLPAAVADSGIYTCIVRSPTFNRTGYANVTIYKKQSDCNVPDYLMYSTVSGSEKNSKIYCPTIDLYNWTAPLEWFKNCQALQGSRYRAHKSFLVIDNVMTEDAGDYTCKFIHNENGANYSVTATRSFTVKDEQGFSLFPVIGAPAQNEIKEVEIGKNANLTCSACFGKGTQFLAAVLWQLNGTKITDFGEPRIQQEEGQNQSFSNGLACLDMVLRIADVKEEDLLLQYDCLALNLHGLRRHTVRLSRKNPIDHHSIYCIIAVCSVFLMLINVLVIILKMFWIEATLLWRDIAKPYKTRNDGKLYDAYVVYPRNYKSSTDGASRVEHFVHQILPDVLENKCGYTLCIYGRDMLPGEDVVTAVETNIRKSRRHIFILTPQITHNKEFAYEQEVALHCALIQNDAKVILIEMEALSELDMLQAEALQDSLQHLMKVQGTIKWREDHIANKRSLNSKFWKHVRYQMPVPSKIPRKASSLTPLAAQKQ
# Starred values were filed as active, the others as inactive; i = inactive; ? = inconclusive.
mol | ST2 IL33 inh
CC(=O)c1ccc(NC(=O)O[C@@H]2CO[C@H]3[C@@H]2OC[C@@H]3NC(=O)C2CCC2)cc1 | i
NC(=O)C1(N2CCCCC2)CCN(C2CC(=O)N(c3ccccc3F)C2=O)CC1 (stereo unspecified) | ?
Cc1ccc(F)cc1NC(=O)c1ccccc1C | i
Cc1c(NC(=O)CSc2ncn[nH]2)c(=O)n(-c2ccccc2)n1C | ?
COc1ccc2nc(SCc3ccc(C)cc3)[nH]c2c1 | i
CSC1=C(C#N)C(c2cccs2)C(C(=O)Nc2ccccc2C)=C(C)N1 (stereo unspecified) | i
CC(C)(Oc1ccc(Cl)cc1)C(=O)NCCN1CCOCC1 | i
COc1cccc(-c2ccccc2NC(=O)C2CCN(Cc3ccc(C)o3)CC2)c1 | ?
Cc1ccc(Cl)cc1NC(=O)NCCc1nc2cccnc2n1C1CCCCC1 | ?
O=C(CN1C(=O)COCC1=O)N1CCOCC1 | i
O=C(Nc1ccc(Cl)cn1)c1cc(-c2ccccc2)nc2ccccc12 | ?
CC(=O)Nc1ccc(NC(=O)COc2ccc([N+](=O)[O-])cc2)cc1 | i
CC(C)(C)c1ccnc(N[C@H]2CO[C@H]3[C@@H]2OC[C@@H]3NC(=O)CCCC(=O)O)n1 | ?
CC1=C(C(=O)Nc2ccc(C)cc2C)C(c2ccc(C)cc2)n2nnnc2N1 (stereo unspecified) | i
CSc1ccc(-c2nc(CN3CCN(C)C(CCO)C3)c(C)o2)cc1 (stereo unspecified) | i
Cn1cc([N+](=O)[O-])c(C(=O)n2cc(Br)cn2)n1 | i
COc1ccc(-c2ccc(C(=O)N3CCCC(Nc4ccc(OC)c(OC)c4)C3)o2)cc1 (stereo unspecified) | ?
Cc1csc(SCC(=O)N2CCC(c3cc(C(C)C)n[nH]3)CC2)n1 | i
Cc1nc2c(C(=O)NC3CCCCCCC3)cnn2c(C)c1Cc1ccccc1 | i
NC(=O)c1cn(-c2ccccc2)nc1-c1ccc(Br)cc1 | i
Cc1ccc(N2CCCS2(=O)=O)cc1NC(=O)c1ccc2c(c1)OCO2 | i
CC(C)Cc1nc(CC2C(=O)N(C)C(=O)N2C)n(-c2ccc(F)cc2F)n1 (stereo unspecified) | i
COc1ccc(-c2c3c(=O)n(C)c(=O)n(C)c3cn2-c2ccccc2O)cc1 | i
CCOC(=O)CCNC(=O)N1CCOC(c2ccc(Cl)cc2)C1 (stereo unspecified) | ?
O=C(Nc1ccc(Cl)cc1Cl)C1CCN(C(=O)c2ccc(F)cc2)CC1 | i
C=CCc1cc(C)ccc1OCCOCCN1CCOCC1 | ?
O=C(OC(c1ccccc1)c1nccc2ccccc12)c1ccco1 (stereo unspecified) | i
NS(=O)(=O)c1ccc(CCNS(=O)(=O)c2ccc3c(c2)CCN3C(=O)C2CC2)cc1 | ?
O=C1c2cccc3cccc(c23)N1S(=O)(=O)c1ccccc1 | i
CCc1ccccc1-c1ccc(NC(C)=O)c(OC)c1 | i
Cc1[nH]n(-c2ccccc2)c(=O)c1C(N)=NC(=O)c1ccccc1 | ?
C=C1C(C)(C)[C@H]2CC[C@]1(C(=O)N1CCC(n3cc(CCCC)nn3)CC1)C2 | ?
O=C(CC1=C(c2cccs2)CCC1=O)Nc1cnc2n1CCCC2 | i
COc1ccc(OC)c(C2SCCN2S(=O)(=O)c2ccc(Br)cc2)c1 (stereo unspecified) | ?
O=C1C(=C(c2ccccc2)c2ccccc2)C(=O)c2ccccc21 | 39%*
Cc1ccc(Cl)cc1NC(=O)C(C(C)C)N1C(=O)c2ccccc2C1=O (stereo unspecified) | ?
Cc1ccc(C)c(N2CCN(S(=O)(=O)c3ccc4c(c3)CCC(=O)N4)CC2)c1 | i
O=S(=O)(c1cccc(Cl)c1)N1CCN(c2cc(-c3ccc(F)cc3)ncn2)CC1 | i
Cc1ccc(CCN2CC(C(=O)NCc3ccco3)CC2=O)cc1 (stereo unspecified) | i
O=C1NC(=O)N(c2ccccc2F)C(=O)/C1=C/c1cn(CC(=O)N2CCCCC2)c2ccccc12 | ?
CCSc1oc(-c2ccccc2)nc1S(=O)(=O)c1ccc(F)cc1 | i
COCC(=O)N1CCCN(Cc2ccc(-c3ccccn3)cc2)CC1 | i
Cc1c(O)ccc(-c2[nH]ncc2Oc2ccccc2)c1O | ?
Cc1nnsc1CN(C)Cc1cccc(C(=O)Nc2c(C)noc2C)c1 | ?
CCOC(=O)c1c(NC(=O)c2cc3ccccc3oc2=O)sc2c1CCC(C)C2 (stereo unspecified) | i
O=C(NC(Cc1ccccc1)c1nc2ccccc2[nH]1)c1ccccc1 (stereo unspecified) | i
CCn1cnc2cc(NCc3ccccc3O)ccc21 | ?
Cc1[nH]nc(SCC(=O)Nc2c(C)n(C)n(-c3ccccc3)c2=O)c1[N+](=O)[O-] | i
O=C1Nc2cc(C(=O)N3CCN(Cc4ccccc4)CC3)ccc2SC1N1CCOCC1 (stereo unspecified) | ?
O=C(NCc1ccccn1)c1ccc2c(c1)N(Cc1ccc(F)cc1)C(=O)CS2 | ?
Cc1ccc(C(C)C)c(OCC(=O)Nc2cccc(-c3nc4ncccc4o3)c2)c1 | i
O=C(O)c1ccc(S(=O)(=O)c2ccc(O)cc2)cc1 | i
O=C(NCCCc1nc2ccccc2[nH]1)C1CCCCC1 | i
CSCC(=O)N1CCCC(C(=O)Nc2ccc(-c3cccc(F)c3)cc2)C1 (stereo unspecified) | ?
COc1ncccc1-c1cnn(Cc2ccccc2)c1 | i
O=C(c1ccccc1)C1CCCCC1S(=O)(=O)O (stereo unspecified) | i
Cc1nn(C(=O)c2ccco2)c(C)c1Sc1ccc(Br)cc1 | i
Cc1cccnc1NC(=O)c1cc2c(=O)oc3ccccc3c2s1 | ?
O=C(CCc1ccccc1)Nc1c(-c2cccs2)nc2ccccn12 | i
CC(Nc1ncnc2sccc12)c1ccc(-n2cncn2)cc1 (stereo unspecified) | i

# Following part:
molecule	ST2 IL33 inh
COc1ccc(-c2nc(C(N)=O)c3c(n2)n(-c2ccc(F)cc2)c(=O)n3C)cc1OC	i
Cc1cc(C)n(-c2ccc(-n3cnnc3)cc2)n1	i
O=C(O)c1[nH]c2ccc(Cl)cc2c1CC(=O)N1CCOCC1	i
COc1ccc(-c2ccc(CCC(=O)O)n2-c2ccc(O)cc2)cc1	?
CC(=O)Oc1ccc2c(=O)c(Oc3ccccc3)coc2c1	i
CCOc1ccc2c(=O)c(-c3ccccc3)c(C(F)(F)F)oc2c1C	i
Cc1ccccc1CC(C1CCN(C(=O)c2ccc3ccccc3c2)CC1)N(C)C(=O)C1CCC1 (stereo unspecified)	?
CC(c1ccccc1)n1c(SCC(=O)O)nnc1-c1cnccn1 (stereo unspecified)	?
NC(=Nc1ccccc1)NC(=O)c1nc(Cl)c(N)nc1N	i
CNC(=O)[C@@H]1C[C@H](N)CN1C1CSCCSC1	i
COc1ccc(C2CC(c3ccccc3OC)n3nc(N)nc3N2)cc1 (stereo unspecified)	i
COc1ccc(NS(=O)(=O)c2ccc(NC(=O)c3ccccc3Br)cc2)nn1	i
CC(C)CN(Cc1cccc(O)c1)Cc1cnn(C)c1	i
Cc1ccc(-n2c(=O)[nH]c3sc4c(c3c2=O)CCNC4)cc1C	i
CC(C)c1noc([C@@H]2Cc3nc[nH]c3CN2C(=O)Nc2ccc(Cl)cc2)n1	i
Cc1ccc2nc(/C(C#N)=C/c3cc4c(cc3[N+](=O)[O-])OCO4)[nH]c2c1	?
O=C(Cc1ccc(F)cc1)Nc1ccc(Cl)cn1	i
CC(C)NC(=O)CN1CCN(Cc2nc(Cc3cccc(F)c3)no2)CC1	i
CSc1ccc(-c2nccn2CCCn2ccnc2)cc1	i
COc1ccccc1NC(=O)C1c2cc(OC)c(OC)cc2C(=O)N(C)C1c1ccccc1F (stereo unspecified)	i
Cc1ccsc1C1C(C#N)=C(N)Oc2n[nH]c(C)c21 (stereo unspecified)	i
Cc1ccc(OC2(C(=O)N3C[C@H]4CC=CC[C@H]4C3)CCNCC2)cc1	i
CCN(CC)C1CCN(c2ncnc3c2CCN(C(=O)C2CC2)C3)C1 (stereo unspecified)	i
CCC1CN(C(=O)C2(COC)CCC2)CCC(=O)N1Cc1ccccc1 (stereo unspecified)	i
COc1ccc(Nc2nnc(-c3ccc(C)c(S(=O)(=O)N(C)C)c3)c3ccccc23)cc1	i
O=C1Nc2ccccc2N(O)N1c1ccccc1F	i
NC(=O)c1c[nH]c2ccccc12	i
CC(C)Cn1c(CCCNC(=O)C(C)(C)C)nc2ccccc21	i
CN(C)c1ccc(C2Nc3ccc4ncccc4c3C3=C2C(=O)CCC3)cc1 (stereo unspecified)	?
Cc1cccn2c(CN3C[C@@]4(C)C[C@H]3CC(C)(C)C4)c(C(=O)N3CCCCC3)nc12	i
O=C1CCCC2=C1C(c1ccc(O)cc1)n1nc(SCc3ccccc3Cl)nc1N2 (stereo unspecified)	i
Cc1ccc(-c2noc([C@@H]3C[C@@H](O)CN3C3CCCCC3)n2)cc1F	?
N#CC1=C(N)Oc2cc(N)ccc2C1c1cc(Br)cs1 (stereo unspecified)	i
Cc1nc2ccc(NC(=O)N3CCOCC3)cc2nc1C	i
CN(C)[C@@H]1C[C@@H](CO)N(C(=O)c2cccc3c(=O)c4ccccc4[nH]c23)C1	?
CCOc1ccc(CN2C(=O)CCC2(C)C(=O)NC2CCC(C)CC2)cc1OC (stereo unspecified)	i
CC(=O)O/N=C\c1c(Nc2ccc(C)cc2)nc2c(C)cccn2c1=O	?
CCS(=O)(=O)c1c(S(=O)(=O)CC)c2cc(C(C)(C)C)ccn2c1C(=O)c1ccc(F)cc1	i
CC1CCCC(NC(=O)c2cc3c(=O)oc4ccccc4c3s2)C1C (stereo unspecified)	i
Cc1ccc(S(=O)(=O)NC2CCCC2)cc1	i
CC(=O)NCCCC1=CCN(C2C=CCCC2)CC1 (stereo unspecified)	?
Cc1ccc(Cl)cc1N1CCN(C(=O)C2CCCN(S(=O)(=O)c3cnc[nH]3)C2)CC1 (stereo unspecified)	i
O=S(=O)(c1ccc(Cl)cc1)N1CCOCC1	?
CC(C)CN1C(=O)N(C)C(=O)C12CCN(Cc1nccs1)CC2	?
Cc1ccc(C)c(OCCCc2c(C)n[nH]c2C)c1	i
Cc1nc(CC(=O)N2CCCC(Nc3ccc(C)c(C)c3)C2)cs1 (stereo unspecified)	?
COc1cc(C2CC(=O)C=C(O)C2)cc(OC)c1OC (stereo unspecified)	i
O=C(NCCN1CCCc2ccccc21)C1CCCN1c1nnc(N2CCCC2=O)s1 (stereo unspecified)	?
CCOC(=O)C1(Cc2cccc(OC)c2)CCCN(C(=O)Cn2ncc3ccccc32)C1 (stereo unspecified)	i
CCOC(=O)c1cc2cccc(OCC)c2oc1=O	i

# Sorted by molecular weight (descending): six of the compounds above.
molecule	ST2 IL33 inh
CCS(=O)(=O)c1c(S(=O)(=O)CC)c2cc(C(C)(C)C)ccn2c1C(=O)c1ccc(F)cc1	i
O=C(NCCN1CCCc2ccccc21)C1CCCN1c1nnc(N2CCCC2=O)s1 (stereo unspecified)	?
CCOc1ccc(CN2C(=O)CCC2(C)C(=O)NC2CCC(C)CC2)cc1OC (stereo unspecified)	i
CC1CCCC(NC(=O)c2cc3c(=O)oc4ccccc4c3s2)C1C (stereo unspecified)	i
Cc1nc(CC(=O)N2CCCC(Nc3ccc(C)c(C)c3)C2)cs1 (stereo unspecified)	?
Cc1nc2ccc(NC(=O)N3CCOCC3)cc2nc1C	i

# Other entries.
molecule	ST2 IL33 inh
Cc1cc(-n2cccn2)ccc1CN1CCn2nc(C(=O)N3CCCC3)cc2C1	i
O=S(=O)(N1CCc2ccccc2C1)N1CCCC1c1ccccn1 (stereo unspecified)	i
CCOCCCNC(=O)C1c2c(n(C)c3ccccc23)SCC(=O)N1c1ccc(Cl)cc1 (stereo unspecified)	i
CC(=O)N1CCC(N2C[C@@H]3OCC(=O)N(Cc4ccccc4)[C@@H]3C2)CC1	i
O=C(NC[C@H]1O[C@@H](CC(=O)N2CCCC2)[C@H](O)[C@@H]1O)c1ccccc1	i
CCC(C)NC(=O)CSCc1nc(-c2ccc(SC)cc2)oc1C (stereo unspecified)	?
O=C(OCC1OC(Oc2ccc(O)cc2COC(=O)C2(O)C(O)CCC(O)C2O)C(O)C(O)C1O)c1ccccc1 (stereo unspecified)	i
O=C1C2CCCCC2C(=O)N1CN1CCOCC1 (stereo unspecified)	i
CCOC(=O)c1nc(-c2ccc3c(c2)OCO3)[nH]c1C	i
O=C(NCCCNCCCNC(=O)c1cccnc1)c1cccnc1	i
CCOC(=O)C1=C(C)Nc2ncnn2C1c1ccccn1 (stereo unspecified)	?
CCOC(=O)N1CCN(C2CCCN(C(=O)c3ccc(OC)c(O)c3)C2)CC1 (stereo unspecified)	?
COCCN1CCCC(O)(CN2CCC(Cc3ccc(F)cc3)CC2)C1=O (stereo unspecified)	i
CC(=O)c1ccc2c(c1)c1cc(C(C)=O)ccc1n2C	?
CCc1ccc(C2=C(C)C(=O)N(CC(=O)Nc3cc(C)ccc3OC)S2(=O)=O)cc1	?
CSc1nc(N)nc(SCC(=O)c2ccccc2)c1C#N	?
N#Cc1ccccc1N=Cc1cc2c(cc1[N+](=O)[O-])OCO2	i
CCOc1ccc(N(CC)S(=O)(=O)c2ccc3c(c2)CC(C)N3C(C)=O)cc1 (stereo unspecified)	i
CCN(CC)CCNC(=O)c1ccc2c(c1)ncn2C1CCCC1	?
CC(C)C(=O)NCC1(C)CC(NC(=O)C(C)C)CC(C)(C)C1 (stereo unspecified)	i
Cc1ncsc1CCC(=O)NC1CC(=O)N(Cc2cccc(F)c2)C1 (stereo unspecified)	?
COc1ccc2[nH]c(=O)c(CN(C)CCc3ccccn3)cc2c1	?

# 4 entries from above, set out differently:
> CCOc1ccc(N(CC)S(=O)(=O)c2ccc3c(c2)CC(C)N3C(C)=O)cc1 (stereo unspecified)
- ST2 IL33 inh = i

> CCN(CC)CCNC(=O)c1ccc2c(c1)ncn2C1CCCC1
- ST2 IL33 inh = ?

> CC(C)C(=O)NCC1(C)CC(NC(=O)C(C)C)CC(C)(C)C1 (stereo unspecified)
- ST2 IL33 inh = i

> Cc1ncsc1CCC(=O)NC1CC(=O)N(Cc2cccc(F)c2)C1 (stereo unspecified)
- ST2 IL33 inh = ?

# Bioassay records deposited in PubChem by IUPUI and University of Michigan.

# This is a subset; the hit share may differ from the screen's.
